TrxR1 substrate – rat thioredoxin reductase 1 substrate activity; O89049; purified TrxR1 substrate turnover, NADPH consumption readout; Potency, µM (series often up to 114 µM), for inactives: at the highest dose activity change, negative = substrate turnover; 0.01% of 390,000 active; AID 588456; further: potency means the concentration at half of the fitted maximal effect; on the % scale 0 is the no-effect control and ±100 the full control effect; nearly all actives have a fitted effect of over 50% in size
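Rat TrxR1, dispensed at 90 nM, was prereduced with 400 uM NADPH (final) for 5 min at ~22 deg C, then incubated with compound 15 min before 400 uM selenite. A first-read NADPH fluorescence drop versus no-compound background flagged substrates.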
IDH1 R132H inh – human IDH1 R132H inhibition; AID 602179; Potency, µM (series often up to 76.6 µM), without a hit: at the highest dose activity change, negative = inhibition, hits mostly inhibitors; IDH1-R132H enzyme, NADPH consumption, diaphorase/resazurin fluorescence; O75874; 0.093% of 390,000 active; further: potency means the concentration at half of the fitted maximal effect; on the % scale 0 is the no-effect control and ±100 the full control effect; nearly all actives have a fitted effect of over 65% in size
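IDH1-R132H (0.5 ug/mL dispensed) in pH 7.5 Tris buffer was preincubated 30 min with compound, then given a substrate mix of 0.016 mM NADPH and 2 mM alpha-KG for 80 min at room temperature; remaining NADPH was read by diaphorase/resazurin fluorescence.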
Vif-APOBEC3F blk – blocks the Vif interaction with APOBEC3F. HeLa A3F-eYFP + Vif (tagged APOBEC3F with the HIV-1 protein that degrades it), YFP fluorescence increase. Potency, µM (series often up to 46.1 µM), inactives show at the highest dose activity, negative = active. 0.2% of 390,000 active; further: potency means the concentration at half of the fitted maximal effect; % of control where 0% means no effect; nearly all actives have a fitted effect of over 65% in size
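HeLa cells stably expressing Vif plus C-terminally eYFP-tagged A3F were seeded, incubated overnight at 37 deg C, dosed with compound, incubated overnight again at 37 deg C. Yellow fluorescence (Ex 488/Em 500-530) reported blocked Vif-mediated A3F-eYFP degradation.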
LDHA inh – inhibitors of human lactate dehydrogenase A; activity change, % (values are at about 110 or 230 µM); P00338; purified LDHA, NADH/diaphorase-resazurin fluorescence; hits give low values; 0.15% of 480,000 active; AID 1347041; in the data active means activity change below about -30%; inconclusive means mostly about -25% to -30%;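 further: plate controls were DMSO wells for no effect and wells without enzyme for full effect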
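Remaining NADH was detected by diaphorase (0.133 mg/mL) converting 37 µM resazurin to fluorescent resorufin, read at 0 and 20 minutes. The preceding 5-minute room-temperature reaction used 2 nM LDHA, 0.2 mM sodium pyruvate and 0.06 mM NADH at pH 7.4.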
GRP78 ERSR act – ER stress response induction in glioma; U87-MG GRP78 promoter luciferase reporter, 16 h; Potency, µM, without a hit: at the highest dose activation, most hits filed as activators; 0.02% of 420,000 active; AID 602332; further: potency means the concentration at half of the fitted maximal effect; series mostly up to about 76 µM; % of control where 0% means no effect; nearly all actives have a fitted effect of over 35% in size
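Stably transfected U87-MG human glioma cells carrying a GRP78-based luminescent sensor were seeded at 1000 cells/well, pin-dosed with compounds and incubated 16 h. Luciferase reagent was then added, and end-point luminescence was read after 10 min at room temperature.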
Vif-A3G inh – Vif-A3G binding inhibition. Q9HC16. HeLa A3G-eYFP + Vif (tagged APOBEC3G with the HIV-1 protein that degrades it), YFP fluorescence, overnight. Potency, µM (titrated, usually from 46.1 µM), for inactives: top-dose activity, negative = active, most hits filed as inhibitors. 0.076% of 410,000 active. AID 602310;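 further: potency means the concentration at half of the fitted maximal effect; on the % scale 0 is the no-effect control and ±100 the full control effect; nearly all actives have a fitted effect of over 60% in size; hits raise eYFP signal because A3G escapes Vif-driven loss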
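Read-out is eYFP fluorescence (Ex 488/Em 500-530) from Vif-expressing HeLa A3G-eYFP cells; more signal means A3G escaped Vif-mediated degradation. Cells plated overnight, compound pinned in, incubated overnight at 37 deg C.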
USP1-UAF1 inh – blocks the human USP1/UAF1 deubiquitinase complex | O94782 | recombinant USP1/UAF1, Ub-Rhodamine cleavage fluorescence | Potency, µM (top dose mostly 57.1 µM), inactives show at the highest dose activity change, negative = inhibition, usual class: inhibitors | 0.23% of 390,000 active | AID 743255; further: potency means the concentration at half of the fitted maximal effect; on the % scale 0 is the no-effect control and ±100 the full control effect; nearly all actives have a fitted effect of over 60% in size; inactives centre near -12
Target sequence (O94782 whole entry, looked up): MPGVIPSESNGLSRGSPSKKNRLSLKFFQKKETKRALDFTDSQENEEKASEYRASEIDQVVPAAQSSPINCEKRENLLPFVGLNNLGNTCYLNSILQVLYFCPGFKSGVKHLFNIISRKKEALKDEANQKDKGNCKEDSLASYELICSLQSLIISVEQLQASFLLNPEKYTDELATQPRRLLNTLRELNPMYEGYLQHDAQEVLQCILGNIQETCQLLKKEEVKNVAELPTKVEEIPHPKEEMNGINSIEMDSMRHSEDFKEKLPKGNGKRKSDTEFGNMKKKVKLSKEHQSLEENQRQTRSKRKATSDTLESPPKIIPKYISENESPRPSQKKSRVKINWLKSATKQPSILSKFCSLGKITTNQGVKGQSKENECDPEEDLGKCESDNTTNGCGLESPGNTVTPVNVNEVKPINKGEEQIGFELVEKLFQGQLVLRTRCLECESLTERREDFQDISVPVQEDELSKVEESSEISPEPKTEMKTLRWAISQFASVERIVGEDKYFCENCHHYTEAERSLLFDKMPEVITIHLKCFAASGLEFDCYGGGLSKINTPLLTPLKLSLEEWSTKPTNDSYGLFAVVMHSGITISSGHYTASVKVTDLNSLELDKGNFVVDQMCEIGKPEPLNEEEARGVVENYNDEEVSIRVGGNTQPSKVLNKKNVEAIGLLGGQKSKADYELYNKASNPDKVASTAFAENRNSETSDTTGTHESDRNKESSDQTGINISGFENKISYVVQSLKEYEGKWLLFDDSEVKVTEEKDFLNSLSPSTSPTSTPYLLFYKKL
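In this screen, compounds sit with the deubiquitinase complex (1nM) for 15 min at room temperature before Ub-Rho is added at 150nM final. Fluorescence rise is then followed for 6 reads every 60 seconds.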
rTrxR1 inhibitor – blocks rat thioredoxin reductase 1 | O89049 | recombinant rTrxR1, NADPH fluorescence consumption, selenite substrate | Potency, µM (titrated, usually from 114 µM), for the others: at the top dose activity change, negative = inhibition, actives largely listed as inhibitors | 1% of 390,000 active; further: potency means the concentration at half of the fitted maximal effect; on the % scale 0 is the no-effect control and ±100 the full control effect; nearly all actives have a fitted effect of over 65% in size
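Rat TrxR1 (90 nM in the dispensed reagent) was pre-reduced with 400 uM NADPH for 5 min at room temperature, then incubated with compound for 15 min. After 400 uM selenite was added, NADPH fluorescence (Ex 340/Em 450 nm) was followed for 8 min.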
RGS4 inh – inhibitors of human regulator of G protein signaling 4; 0.039% of 390,000 active; Transcreener GDP fluorescence polarization, RGS4-accelerated GTP hydrolysis; P49798; Potency, µM (series often up to 114 µM), for the others: top-dose activity change, negative = inhibition, usual class: inhibitors; further: potency means the concentration at half of the fitted maximal effect; on the % scale 0 is the no-effect control and ±100 the full control effect; nearly all actives have a fitted effect of over 75% in size; some results filed as inactive show a strong effect at the top dose
Target sequence (P49798 whole entry, looked up): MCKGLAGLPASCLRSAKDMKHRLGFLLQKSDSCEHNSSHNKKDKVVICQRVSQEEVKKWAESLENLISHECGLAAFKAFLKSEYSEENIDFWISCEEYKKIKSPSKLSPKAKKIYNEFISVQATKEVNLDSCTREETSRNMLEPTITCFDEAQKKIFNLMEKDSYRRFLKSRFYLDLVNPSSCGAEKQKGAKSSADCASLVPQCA
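MLSMR compounds (23 nl, pin-transferred) preincubated 10 min at room temperature with a 500nM (2x) first reagent, then RGS4 at 900nM (2x) plus Transcreener GDP mix added; fluorescence polarization (620/688 nm) read before and after 90 min at 30 °C.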
Starred values were filed as active, the others as inactive; ? = inconclusive; nt = not tested or not shown; [ ] = remark or other dose. Unless noted, the call rests on the fitted dose curve; in most records, active means well fitted curve in the direction sought with a large enough effect; inconclusive means small, poorly fitted or top-dose-only effect, or another doubt; inactive means no such curve, though single readings can be large; an effect the other way counts as inactive or inconclusive.

#	SMILES	TrxR1 substrate	IDH1 R132H inh	Vif-APOBEC3F blk	LDHA inh	GRP78 ERSR act	Vif-A3G inh	USP1-UAF1 inh	rTrxR1 inhibitor	RGS4 inh
1	Cc1cc(C)nc(SCC(=O)c2ccc(F)cc2)n1	-4.3%	10.9%	-0.1%	-6.4	-1.7%	1.9%	-10.5%	13.8%	8.1%
2	O=C(CSc1nnc(-c2ccccn2)n1Cc1ccccc1)Nc1ccc2c(c1)OCO2	6.9%	5.0%	-2.5%	-4.6	-4.6%	0.8%	-21.8%	11.2%	-32.1%
3	Brc1ccc(-c2ccccc2)cc1	6.9%	-4.4%	0.6%	-7.6	-0.8%	-1.2%	-4.1%	21.9%	31.4%
4	COc1ccc(/C=C2\N=C(C)OC2=O)cc1OC	-14.6%	-11.7%	3.8%	-1.9	-3.5%	-0.5%	-24.2%	39.8µM*	-26.7%
5	COCC(=O)Nc1ccc(S(=O)(=O)N2CCCC2)cc1	2.2%[57.1 µM]	-4.7%	17.5%	-2.0	-1.0%	0.1%	-14.3%	8.7%[57.1 µM]	-6.3%
6	Cc1nnc(SCc2nnc(-c3cccs3)o2)n1C	2.7%	2.3%	1.3%	-2.6	1.6%	9.7%	-17.6%	20.6%	-26.1%
7	O=C(Nc1ccc(S(=O)(=O)N2CCCC2)cc1)N1c2ccccc2Sc2ccccc21	4.4%	-4.1%	-2.1%	1.0	-0.9%	3.2%	-12.5%	30.0%	-28.7%
8	CC(=O)OC(Cn1ccnc1)c1ccccc1 (stereo not drawn)	5.8%	5.6%	-6.7%	-5.1	-0.2%	0.1%	-20.8%	15.3%[57.1 µM]	-43.0%
9	Cc1cc(C)c2c(CN3CCN(C/C=C/c4ccccc4)CC3)cc(=O)oc2c1	-4.3%	3.3%	3.3%	10.5	-8.0%	1.3%	-14.6%	-7.7%	-9.8%[56.9 µM]
10	C=CC[C@@H](CC(=O)N[C@H](CO)Cc1ccccc1)C(=O)NC[C@H](OC(=O)[C@@H](CC=C)Cc1ccc(F)cc1)c1ccccc1	0.3%[57.1 µM]	-12.5%	7.0%	-2.7	20.5%	?	-14.9%	8.2%[57.1 µM]	13.9%
11	O=C(Cc1ccccc1)Nc1ccccc1N1CCOCC1	8.4%[57.1 µM]	1.0%	-9.8%	-2.6	0.7%	0.6%	-11.5%	13.0%[57.1 µM]	29.6%
12	CCC(CC)c1nnc(NC(=O)Cc2cccs2)s1	1.4%	-4.6%	7.0%	-5.6	-2.9%	-4.2%	-19.9%	-11.4%	-7.6%
13	Cc1cc(=O)n(CC(=O)NCCN2CCOCC2)c2c1c(C)nn2-c1ccccc1	1.7%	0.7%	-1.9%	0.6	-2.6%	0.8%	-16.7%	17.7%	-21.8%
14	CS(=O)(=O)Nc1ccc(C(=O)Nc2ccc(S(=O)(=O)Nc3nccs3)cc2)cc1	-9.5%	-7.8%	5.2%	-8.3	-4.5%	1.3%	-12.6%	-6.2%	15.5%
15	O=C(N/N=C/c1ccccc1F)c1ccccc1OCc1ccccc1	4.4%	4.0%	-8.7%	1.5	0.8%	3.0%	-25.9%	25.4%	-21.4%
16	O=C(NCCCn1ccnc1)c1cccc(S(=O)(=O)Nc2ccc(Br)cc2)c1	6.0%	3.0%	-8.1%	4.9	-7.1%	1.0%	-23.9%	25.4%	-19.7%
17	Cc1ccc(-c2n[nH]c(=S)n2/N=C/c2ccc(C)o2)cc1	9.0%[57.1 µM]	5.2%	0.0%	-3.8	-3.7%	-1.0%	-19.8%	-14.6%[57.1 µM]	-47.0%
18	COc1cc2c(c(OC)c1CC=C(C)C)C[C@H](c1ccc(O)cc1O)CO2	-4.6%	-15.9%	5.2%	-5.0	1.7%	-7.7%	-1.6%	15.1%	-17.3%
19	C=CCn1c(=N)n(CC(=O)c2ccccc2)c2ccccc21	8.3%[57.1 µM]	6.3%	1.5%	-5.9	-0.8%	1.4%	-10.4%	14.4%[57.1 µM]	-3.6%
20	CC(C)Cc1ccc(CN2CCCC(NC(=O)c3cccc(-n4cnnc4)c3)C2)cc1 (stereo not drawn)	-4.3%[57.1 µM]	3.1%	7.3%	-0.3	-6.6%	-0.7%	-16.8%	9.4%[57.1 µM]	-23.7%
21	CCN(CC)C(=O)CSc1nnc(-c2ccco2)o1	5.8%	11.4%	-2.1%	-4.3	-1.7%	3.5%	-9.2%	3.8%	-12.9%
22	CCCn1c(=O)n(C)c(=O)c2c(SCC(=O)NCC(c3ccccc3)N(C)C)nc(CC(C)C)nc21 (stereo not drawn)	-0.5%	-0.5%	-6.4%	2.5	-3.4%	0.2%	-10.3%	3.8%	-14.2%
23	O=C1/C(=C\c2ccc(Br)cc2)SC(=S)N1NS(=O)(=O)c1ccccc1	-3.2%	-10.2%	8.3%	-2.4	-1.9%	-0.1%	-26.1%	-5.8%	-15.2%
24	COCCCN1C(=O)C(CC(=O)NCc2ccco2)CC(C(=O)N2CCOCC2)=C1C (stereo not drawn)	nt	2.7%	-13.9%	-6.7	-3.7%	-0.2%	-5.8%	nt	nt
25	NC1=NS(=O)(=O)NC1c1cccc(Cl)c1 (stereo not drawn)	4.1%	5.1%	3.1%	-1.2	-1.6%	0.9%	-16.7%	8.4%	-25.8%
26	O=C(Cn1nc(C(F)F)cc1C1CC1)N1CCCC1	6.0%	-5.7%	-24.5%	-1.6	-6.7%	1.1%	-18.4%	30.6%	23.6%
27	CCc1ccc(OCCNc2cc(N3CCNC(C)C3)ccc2[N+](=O)[O-])cc1 (stereo not drawn)	0.0%	10.7%	2.2%	2.3	-16.0%	1.8%	-23.4%	3.6%	-18.3%
28	CC(=O)NC1=NN(C(C)=O)C(C)(c2cccc([N+](=O)[O-])c2)S1 (stereo not drawn)	4.8%[57.1 µM]	2.4%	7.9%	-2.4	-3.6%	-0.6%	-6.2%	25.1%[57.1 µM]	-4.5%
29	COc1cccc(Cn2nnc(C(=O)NCc3ccccc3Cl)c2N)c1	2.5%	15.5%	1.5%	-0.7	-3.9%	-10.1%	-24.1%	21.4%	-10.6%
30	COc1ccc(Cl)cc1NC(=O)COc1ccc2c(c1)OCO2	-5.5%	-8.9%	11.5%	-6.7	-3.5%	2.2%	-8.5%	-3.1%	20.6%
31	Cc1n[nH]c(=O)c2c(NC(=O)CSc3nnnn3-c3ccc(O)cc3)oc(C)c12	-1.7%	-5.4%	1.2%	7.6	-3.4%	0.1%	-21.0%	?	-9.5%
32	CN([C@@H](C(=O)OC(C)(C)C)c1ccccc1)S(=O)(=O)c1cccc(S(=O)(=O)N(C)[C@@H](C(=O)OC(C)(C)C)c2ccccc2)c1	-6.0%	-1.9%	-0.1%	-5.2	-4.6%	-5.3%	6.3%	8.3%	-10.8%
33	CCOc1ccccc1Nc1ncccc1C(=O)O	-3.1%	3.9%	-5.9%	-1.4	-1.8%	-2.3%	-14.1%	2.9%	-12.5%
34	Cn1c(=O)c2c(O)cc(=O)[nH]c2n(-c2ccccc2)c1=O	2.3%	0.4%	-2.7%	9.6	-7.2%	-1.3%	0.3%	6.6%	-1.9%
35	CCCc1nc(SCc2ccc(Cl)cc2Cl)n[nH]1	4.2%	28.1%	4.8%	0.0	8.3%	-1.9%	-28.9%	12.1%	-17.3%
36	CCN(CC)CCCNC(=O)CSc1nc(-c2cccs2)cc(C(F)(F)F)n1	5.2%[57.1 µM]	-3.2%	?	-6.3	-1.8%	1.0%	-1.4%	11.9%[57.1 µM]	2.1%
37	COc1ccccc1NS(=O)(=O)c1ccc2c(c1)NC(=O)CC(=O)N2	-0.6%	8.3%	1.4%	0.1	-5.0%	0.7%	-7.4%	-1.6%	-14.1%
38	O=C(CN1CCN(C(=O)c2ccco2)CC1)N1CCc2[nH]c3ccccc3c2C1	3.6%	-0.8%	-15.9%	19.0	-3.0%	-0.7%	-18.1%	?	-17.6%
39	CCN(CC)S(=O)(=O)c1ccc2nnn(O)c2c1	0.3%[57.1 µM]	5.2%	4.2%	-7.9	-0.7%	1.4%	-7.7%	11.7%[57.1 µM]	31.1%
40	COc1ccc(CCNC(=O)CN(c2cc([N+](=O)[O-])ccc2OC)S(C)(=O)=O)cc1	104.9%	2.1%	-4.1%	-9.2	1.7%	-4.5%	-19.5%	56.1%	-49.2%

Screens (PubChem)

An excerpt (hit frequency here may not be typical).
